# ATG4B inhibitor: ATG4B (human) cysteine protease inhibition | Q9Y4P1 | ATG4B cleavage of LC3-PLA2, NBD-HPC fluorescence, 1 h | inhibition, % at 8.33 µM | 0.51% of 340,000 active | AID 504462; in the data active = inhibition above about 40%
# Target sequence (Q9Y4P1 whole entry, looked up): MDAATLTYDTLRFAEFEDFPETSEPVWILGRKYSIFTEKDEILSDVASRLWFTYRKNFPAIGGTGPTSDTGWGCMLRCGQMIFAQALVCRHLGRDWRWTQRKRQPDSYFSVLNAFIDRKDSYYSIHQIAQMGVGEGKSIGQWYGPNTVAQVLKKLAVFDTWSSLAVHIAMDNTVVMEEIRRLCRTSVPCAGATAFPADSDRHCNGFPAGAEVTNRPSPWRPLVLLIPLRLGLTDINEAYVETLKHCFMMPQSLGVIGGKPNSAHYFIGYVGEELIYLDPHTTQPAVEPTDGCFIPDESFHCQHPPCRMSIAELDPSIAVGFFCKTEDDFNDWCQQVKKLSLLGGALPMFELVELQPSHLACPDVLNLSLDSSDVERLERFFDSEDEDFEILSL
# mIAP act: increases mouse intestinal alkaline phosphatase activity. muIAP, CDP-Star luminescence, 30 min; active compounds read high; 1 = vehicle-only enzyme signal, 0 = enzyme-free wells. activation factor at 10 µM. 0.24% of 330,000 active. AID 2805;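 active = activation factor of at least 2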; note: the source names both 10 and 20 µM as test concentration; values of inactives mirror those of a sister screen read the other way
#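 System: Mouse IAP enzyme | Also added: CDP-Star substrate | Dosing: Compounds dispensed in DMSO | Schedule: 30 min enzyme-substrate-compound incubation at room temperature | Technique: Chemiluminescence readout | Control set: DMSO-only wells and no-enzyme negative control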
# hIAP inh: human IAP inhibition | AID 2544 | 0.12% of 330,000 active | P09923 | purified IAP, CDP-Star luminescence, 30 min | inhibition, % at 10 µM;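 active = inhibition reaching a set limit with compound at 10 µM in the primary screen, cut at about 35% in these data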;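 note: plate controls were DMSO wells with enzyme for no effect and no-enzyme buffer wells for full effect; values of inactives mirror those of a sister screen read the other way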
# Target sequence (P09923 whole entry, looked up): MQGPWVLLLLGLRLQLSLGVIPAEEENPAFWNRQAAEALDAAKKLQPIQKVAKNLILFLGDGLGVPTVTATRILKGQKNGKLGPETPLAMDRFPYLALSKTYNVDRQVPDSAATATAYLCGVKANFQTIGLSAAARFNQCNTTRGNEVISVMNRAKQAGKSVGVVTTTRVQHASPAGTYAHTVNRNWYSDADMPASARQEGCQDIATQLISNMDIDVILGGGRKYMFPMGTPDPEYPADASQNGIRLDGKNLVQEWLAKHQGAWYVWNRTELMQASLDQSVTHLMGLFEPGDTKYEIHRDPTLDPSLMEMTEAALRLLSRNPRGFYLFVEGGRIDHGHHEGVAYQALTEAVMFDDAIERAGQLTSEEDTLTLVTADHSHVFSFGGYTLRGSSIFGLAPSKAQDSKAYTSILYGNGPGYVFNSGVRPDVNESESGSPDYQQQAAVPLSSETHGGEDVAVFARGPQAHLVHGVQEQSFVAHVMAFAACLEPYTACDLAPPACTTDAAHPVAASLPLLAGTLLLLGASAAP
# TIM10 inh: TIM10 yeast growth inhibition | S. cerevisiae TIM10 strain growth, BacTiter-Glo luminescence, 24 h | inhibition, % at 10 µM | 1.4% of 330,000 active;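 active = inhibition of 40% or more at the single tested concentration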;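 note: wild-type TIM10 isogenic control strain grown at permissive 25 °C; 0% = DMSO yeast wells and 100% = minimal medium wells without yeast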
# tim10-1 inh: inhibits growth of tim10-1 mutant yeast; S. cerevisiae tim10-1 ts strain growth, BacTiter-Glo, 24 h; AID 463190; inhibition, % at 20 µM; 2.2% of 330,000 active;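 active = inhibition of at least 40%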;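 note: mutant grown at 25 °C; 0% = DMSO wells with yeast and 100% = wells holding no yeast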
# mIAP inh: mouse IAP inhibition | AID 2806 | purified mouse IAP, CDP-Star luminescence, 30 min | inhibition, % at 10 µM | 0.2% of 330,000 active;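 active = inhibition of at least 40% at 10 µM in the primary screen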;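 note: plate controls were DMSO with enzyme for no effect and no enzyme wells for full effect; values of inactives mirror those of a sister screen read the other way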
# hIAP activ: increases human intestinal alkaline phosphatase activity | purified human IAP, CDP-Star luminescence, 30 min; active compounds read high; 1 = vehicle-only enzyme, 0 = enzyme-free background | activation factor at 10 µM | 0.16% of 330,000 active;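 active = activation factor of the enzyme at least 2-fold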; note: the source names both 10 and 20 µM as test concentration; values of inactives mirror those of a sister screen read the other way
# NLRP3 yeast inh: NALP3 inhibition in yeast; 0.39% of 330,000 active; Yeast reconstituted NLRP3/ASC/caspase-1, beta-gal luminescence, 24 h; inhibition, % at 10 µM;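 active = inhibition of 50% or more; inactive = inhibition below 50%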;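 note: plate controls were induced DMSO wells for no effect and uninduced yeast grown without galactose for full effect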
# Apaf1 inhib: human Apaf-1 inhibition; 0.71% of 330,000 active; AID 489030; inhibition, % at 20 µM; O14727; reconstituted apoptosome caspase-3 activity, DEVD-Rh110 fluorescence; active = inhibition of at least 40% at 20 µM;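 note: plate controls were DMSO wells for no effect and DEVD-CHO caspase inhibitor wells for full effect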
#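 Assay system: Apoptosome proteins | Medium: pH 7.5 Hepes buffer with CHAPS, BSA, DTT | Also added: Cytochrome c and DEVD-Rh110 substrate | Times: 30 min plus 50 min, RT | Detection: Rhodamine 110 fluorescence at Ex 480/Em 540 nm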
# * marks the source's active call; other numbers are inactive results; nt = no result given. Outcome played no part in choosing rows; overall some 4.5% were active at least once.
SMILES,ATG4B inhibitor,mIAP act,hIAP inh,TIM10 inh,tim10-1 inh,mIAP inh,hIAP activ,NLRP3 yeast inh,Apaf1 inhib
O=C1c2oc3ccccc3c(=O)c2C(c2cccc(O)c2)N1CCCN1CCOCC1 (stereo not given),-6,0.97,-9,5,16,3,1.1,18,6
CC1(C(=O)O)CCC(C(=O)NC2CCCCCC2)C1(C)C (stereo not given),2,0.93,-2,-2,-4,7,1,5,-4
Cc1nccn1-c1ncnc2sc3c(c12)CCCC3,2,1,-14,17,14,-2,1.1,6,-23
CCCNc1nc(C)c(C(C)=O)cc1C#N,-9,1.1,14,-4,2,-7,0.86,22,-5
NS(=O)(=O)c1ccc(CCNS(=O)(=O)c2ccc(Cl)nc2)cc1,-11,0.84,-19,3,-3,16,1.2,14,-16
CC(C)NS(=O)(=O)c1ccc(NC(=O)CCc2ccccc2)cc1,1,1.1,-28,14,12,-5,1.3,0,11
C=CCOc1c(Br)cc(CNn2nnnc2N)cc1OC,2,0.96,-11,-5,2,4,1.1,-1,-3
COc1ccc(N=c2ssnc2Cl)cc1,-1,0.79,-3,18,53*,21,1,11,-2
COc1ccc(N2CCN(C(=O)c3cc(=O)c4cc(C)c(C)cc4o3)CC2)cc1,-4,1,3,25,4,-1,0.97,5,15
CSc1ccccc1C(=O)NCC1CCCO1 (stereo not given),-4,1,9,2,3,-2,0.91,-6,-17
COC(=O)c1cc(S(=O)(=O)N(C)c2ccc(C)c(C)c2)c[nH]1,0,0.98,8,4,17,2,0.92,15,-10
Cc1[nH]n(-c2cccc(Cl)c2)c(=O)c1C=NCC(C)C,-6,0.9,12,19,23,10,0.88,18,5
COc1ccc(C(=O)C(OC(=O)c2ccccc2Cl)c2ccccc2)cc1 (stereo not given),-16,0.93,4,21,16,7,0.96,-4,8
CCOC(=O)NC(=O)CSc1nc(C)cc(C(F)(F)F)c1C#N,-10,1,-18,-12,-3,-2,1.2,-3,1
N=c1ncn(Cc2ccccc2)c2nc(SCCOc3ccccc3)[nH]c12,0,0.94,-8,-2,1,6,1.1,26,1
NS(=O)(=O)c1cccc(NC(=S)NC(=O)C23CC4CC(CC(C4)C2)C3)c1,-17,0.88,19,10,34,12,0.81,20,3
CN(CC(=O)Nc1ccc(F)c(F)c1F)C(=O)C1=COCCO1,-3,0.99,20,5,8,1,0.8,-17,1
CCOC(=O)c1sc(=S)n(C)c1C,2,0.97,16,1,3,3,0.84,-9,2
Cn1nc(C(=O)Nc2ccccc2N2CCOCC2)ccc1=O,-11,0.93,8,-14,-6,7,0.92,-2,-2
O=C(CCC1CCN(C(=O)Cc2c(F)cccc2F)CC1)NC1CC1,2,0.99,-16,9,-7,1,1.2,-3,-3
O=C1c2ccccc2S(=O)(=O)N1Cc1cccc(S(=O)(=O)N2CCOCC2)c1,7,0.99,-4,6,16,1,1,9,5
CC(C)CCN1NC2(CCCC(C)C2)NC1=S (stereo not given),5,1,3,12,23,-3,0.97,17,-4
OCc1ccccc1OCCOc1ccc(Cl)c2cccnc12,-7,0.84,17,23,6,16,0.83,33,-14
N#CC1=C2SCN(Cc3ccco3)CN2C(=O)CC1c1ccccc1F (stereo not given),-4,0.97,9,-1,14,3,0.91,8,24
C(=C\c1ccccc1)/C=N/Nc1nncc(-c2ccccc2)n1,nt,0.89,15,-3,1,11,0.85,17,-3
Cc1ccc(S(=O)(=O)N2CCC(C(=O)Nc3ccccc3N3CCCCC3)CC2)cc1C,11,1.1,8,-3,-8,-9,0.92,13,22
CC1CCCC(C(=O)OCc2ccccc2)N1 (stereo not given),15,0.99,-12,-6,8,1,1.1,7,-4
CC(=O)Nc1ccc(NC(=O)CN(c2ccc([N+](=O)[O-])cc2)S(=O)(=O)c2ccccc2)cc1,-15,1.1,1,17,5,-7,0.99,13,7
Cc1ccc(-c2nn(-c3ccccc3)cc2C(=O)OCC(=O)Nc2ncc(Cl)cc2Cl)cc1,-2,0.9,18,4,7,10,0.82,9,3
Cn1cccc1/C=N/NC(=O)c1cc(-c2cccs2)nc2ccccc12,8,0.85,16,27,14,15,0.84,0,9
Cc1ccc2nc(-c3ccncc3)c(Nc3ccccc3)n2c1,3,1.1,-10,26,11,-7,1.1,21,-3
CCC(C)c1ccc(S(=O)(=O)N2CCN(CC(O)CN3CCOCC3)CC2)cc1 (stereo not given),-21,1,6,10,-9,-1,0.94,21,-5
O=C(CN(C(=O)CCC(=O)Nc1nccs1)c1ccc(F)cc1)NCc1ccc2c(c1)OCO2,-12,1.1,-5,-10,11,-7,1.1,-15,6
CCC(C)[C@@H](N)C(=O)N/N=C/c1ccc2ncccc2c1 (stereo not given in full),-9,0.96,10,-8,-1,4,0.9,10,6
COc1ccc(-c2ccc3c(c2)c(-c2cccs2)c(-c2cc(OC)cc(OC)c2)n3C)cc1,-3,0.96,-4,-6,6,4,1,-1,8
COc1ccc(OC)c(/C=N/NC(=O)CC2C(=O)NN=C2C)c1 (stereo not given),-7,0.93,7,4,7,7,0.93,-9,-3
COc1ccc(C(=O)NCC(=O)NCC(=O)OCC(=O)c2cccs2)cc1,15,1,0,6,2,-2,1,11,-21
COc1ccccc1S(=O)(=O)CC(O)COc1ccc(F)cc1Cl (stereo not given),8,0.99,-3,6,1,1,1,16,21
CCCS(=O)(=O)N1CCN(Cc2c[nH]c3ccccc23)CC1,6,1,-9,1,-2,0,1.1,13,-4
COc1cccc(C2C(C(=O)/C=C/c3ccco3)=C(O)C(=O)N2CCN2CCOCC2)c1 (stereo not given),-8,0.84,-8,-11,7,16,1.1,2,8
Cn1cc(C(=O)Nc2ccccn2)c(=O)c2ccccc21,-14,0.96,-4,3,-26,4,1,0,-6
O=C1CS/C(=N/N=C2C3CC4CC(C3)CC2C4)N1,14,0.98,-11,5,14,2,1.1,-3,-20
O=C1CCCN1CCCNc1nc2c(S(=O)(=O)c3ccccc3)nnn2c2ccc(Cl)cc12,-7,0.92,12,-1,15,8,0.88,8,18
O=C(NC(Cc1c[nH]c2ccccc12)C(=O)Nc1ccc(OC(F)(F)F)cc1)c1cccs1 (stereo not given),-8,1.1,-5,29,-1,-7,1.1,-2,37
CNC(=O)NC(=O)COc1ccc2oc3c(c2c1)CCCC3,-4,0.93,16,5,6,7,0.84,40,5
CCCn1c(NC(=O)c2ccc(Br)cc2)nc2ccccc21,18,0.96,-1,11,24,4,1,7,-1
O=C1CCc2cc(S(=O)(=O)NCCC(=O)NC3CCN(Cc4ccccc4)CC3)ccc2N1,-9,0.97,19,9,6,3,0.81,6,-6
COc1ccccc1NC(=O)C1=C(C)NC(=O)NC1c1cc(C)cs1 (stereo not given),0,1,10,-1,14,-3,0.9,21,-13
Cc1ccc(N(CC(=O)N2CCN(c3ccccc3F)CC2)S(=O)(=O)c2c(C)noc2C)cc1,2,0.95,13,7,-4,5,0.87,-5,10
CCc1ccc2nc(NC(=O)c3cc(C)on3)sc2c1,11,0.99,6,9,-3,1,0.94,34,-12
CCC(C)(C(=O)NC1CCCCC1)N(C)C(=O)c1ccc2c(c1)OCO2 (stereo not given),-12,0.97,4,2,15,3,0.96,15,-2
Cc1ccc(C(=O)NC(=S)Nc2ccc(N3CCOCC3)cc2)cc1,-3,0.9,18,22,24,10,0.81,9,5
COc1cccc(OC)c1C(=O)NC(=S)NCc1ccco1,-2,1.1,1,-30,-20,-7,0.99,-2,-1
Cc1ccnc(NC(=O)CS(=O)(=O)Cc2ccccc2)c1,2,0.79,-14,-5,16,21,1.1,11,-4
CCC(=O)Oc1oc(-c2ccccc2)nc1C=Nc1ccc(C)cc1,-3,0.97,1,32,19,3,0.99,10,-12
COC(=O)Cn1c(O)c(N=NC(=O)CNC(=O)c2ccc3c(c2)OCCO3)c2ccccc21,-14,1,-5,10,7,-3,1.1,10,7

# Single records, from the list above. Screens in order: ATG4B inhibitor, mIAP act, hIAP inh, TIM10 inh, tim10-1 inh, mIAP inh, hIAP activ, NLRP3 yeast inh, Apaf1 inhib
# `COC(=O)Cn1c(O)c(N=NC(=O)CNC(=O)c2ccc3c(c2)OCCO3)c2ccccc21` as listed: -14, 1, -5, 10, 7, -3, 1.1, 10, 7
# `CCC(C)(C(=O)NC1CCCCC1)N(C)C(=O)c1ccc2c(c1)OCO2` (stereo not given) as listed: -12, 0.97, 4, 2, 15, 3, 0.96, 15, -2

# Next section.
SMILES,ATG4B inhibitor,mIAP act,hIAP inh,TIM10 inh,tim10-1 inh,mIAP inh,hIAP activ,NLRP3 yeast inh,Apaf1 inhib
COC(=O)c1cnc(SCc2ccc([N+](=O)[O-])cc2)n1C,-5,1,8,1,8,-4,0.92,13,1
CN(C)c1ncc(C(=O)O)cn1,-1,1.1,-4,-1,3,-7,1,-8,7
CN(c1ccccc1)S(=O)(=O)c1ccc2c(c1)OCCO2,1,0.99,-4,8,14,1,1,-8,12
COC(=O)Cn1c(=NC(=O)CSCC(=O)Nc2cc(C)on2)sc2ccccc21,-23,1,2,-6,5,-2,0.98,11,-3
COc1ccc(CCNC(=O)c2ccc(CN3CCOCC3)cc2)cc1,-1,1.1,-17,-9,6,-12,1.2,7,0
CCOC(=O)c1c(CC(C)C)csc1NC(=O)C(C)C,2,1,7,-3,-8,-2,0.93,13,15
N/C(=N\OC(=O)CCC1CCCCC1)c1cccc([N+](=O)[O-])c1,1,0.94,2,62*,79*,6,0.98,0,11
CC(=O)CC(=O)Nc1ccc(Nc2ccccc2)cc1,-4,1,6,-4,22,-1,0.94,-4,7
Cc1ccc(S(=O)(=O)CCC(=O)OCC(=O)c2c[nH]c3ccccc23)cc1,-4,0.96,-4,4,19,4,1,5,7
COc1ccc(/C=N/n2c(-c3n[nH]c4c3CCC4)n[nH]c2=S)c(OC)c1OC,-5,0.99,-2,-12,4,1,1,2,1
COCCNC(=O)CS(=O)Cc1nc(-c2ccc(Cl)cc2)oc1C (stereo not given),4,0.98,5,-1,2,2,0.95,-9,-1
Cn1c(N)c(N2CCCCC2)c(=O)n(CC(=O)Nc2ccc(Cl)c(Cl)c2)c1=O,1,1,-6,-22,-10,-1,1.1,-14,4
CC(C)c1ccc(N(CC(=O)NCc2ccco2)C(=O)CCC(=O)Nc2nccs2)cc1,-1,1,-2,8,4,-1,1,-6,16
Nn1c(COc2ccccc2F)nnc1SCC(=O)NC1CCCCC1,-3,1,14,-6,-12,-1,0.86,13,3
O=C(/C=C/c1ccc(OC(F)F)cc1)Nc1cccc(S(=O)(=O)N2CCOCC2)c1,-19,0.92,-1,17,2,8,1,2,7
COc1ccc(OC)c(NC(=O)COC(=O)C2CCN(C(=O)c3ccc(Cl)cc3)CC2)c1,-12,1.1,6,14,10,-11,0.94,1,4
COc1cc(S(=O)(=O)N2CCOCC2)ccc1NC(=O)COC(=O)c1cc(OC)c(OC)c(OC)c1,-1,0.88,2,9,3,12,0.98,9,6
COCc1[nH]nc2c1C(C1C=CCCC1)C(C#N)=C(N)O2 (stereo not given),-5,1,6,4,10,-3,0.94,12,-21
Cc1ccc(C(C)C)cc1S(=O)(=O)NC1CC(C)(C)NC(C)(C)C1,-5,0.96,-1,1,-16,4,1,23,-9
Nc1cc(=O)[nH]c(SCc2ccccc2Cl)n1,5,0.98,-4,-7,13,2,1,25,5

# Screening results as filed in PubChem.
